Source: PubChem BioAssay
AID inhibitor = activation induced cytidine deaminase inhibition; Q9GZX7; AID deamination FRET fluorescence, UDG-coupled, 4 h; Potency, µM (titrated, usually from 115 µM), inactives show top-dose activity change, negative = inhibition, usual class: inhibitors; hit rate 0.32% among 91,000; AID 1347428; note: nearly all actives have a fitted effect of over 25% in size
Target sequence (Q9GZX7 whole entry, looked up): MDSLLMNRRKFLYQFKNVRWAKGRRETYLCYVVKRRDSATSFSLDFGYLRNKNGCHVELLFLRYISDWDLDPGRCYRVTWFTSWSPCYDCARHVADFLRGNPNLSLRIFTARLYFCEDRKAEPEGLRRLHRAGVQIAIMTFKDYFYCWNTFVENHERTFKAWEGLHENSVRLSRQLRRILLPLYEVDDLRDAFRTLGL
UDG counter = UDG inhibition counter-screen; FRET deamination/UDG coupled assay, UDG read, 4 h; Potency, µM (doses to about 115 µM), without a hit: at the highest dose activity change, negative = inhibition, usual class: inhibitors; hit rate 0.14% among 91,000; AID 1347430; note: nearly all actives have a fitted effect of over 65% in size
The depositor's hits bear a star; ? = inconclusive; [ ] = another dose, or the depositor's remark. Calls come from the whole dose curve; as a rule, active = well fitted curve in the direction sought with a large enough effect; inconclusive = small, poorly fitted or top-dose-only effect, or another doubt; inactive = no such curve, though single readings can be large; an effect the other way counts as inactive or inconclusive. % is set by controls: 0 for no effect and ±100 for the full control effect; potency is the fitted concentration of half-maximal effect. This is a subset (hit frequency here may not be typical).

[1] Cc1ccc(C)c(N2CCN(C(=O)CCn3c(=O)[nH]c4ccccc4c3=O)CC2)c1
[2] CN(C)c1ccc(CNC(=O)c2sc3ncccc3c2-n2cccc2)cc1
[3] Cc1c(CNC2CCCCCC2)c(C(=O)O)c(C)n1Cc1ccc(F)cc1Cl
[4] COc1ccccc1N1CCN(C(=O)c2cnn(-c3cccc(Cl)c3)c2C2CCN(C(=O)OC(C)(C)C)CC2)CC1
[5] CN(C)c1ccc(C(CNC(=O)/C=C/c2ccco2)c2c[nH]c3ccccc23)cc1 (stereo not given)
[6] OCc1ccccc1-c1nc2ccccc2s1
[7] Cc1ccc(/C=N\NC(=O)c2cccs2)s1
[8] O=C(Cn1ncc2c(Cl)cccc21)NCc1cccc(Cl)c1

assay / entry	1	2	3	4	5	6	7	8
AID inhibitor	-14%	54%[activator]	4%	?	-7%	4%	-4%	2%
UDG counter	-13%	-7%	-3%	?	1%	0%	0%	10%

Entries of single compounds, looked up by structure.
`CN(C)c1ccc(CNC(=O)c2sc3ncccc3c2-n2cccc2)cc1` is listed as AID inhibitor: 54%[activator]; UDG counter: -7%
`COc1ccccc1N1CCN(C(=O)c2cnn(-c3cccc(Cl)c3)c2C2CCN(C(=O)OC(C)(C)C)CC2)CC1` is listed as AID inhibitor: ?; UDG counter: ?

Continued:
[9] O=C(OCc1ccc(Cl)cc1Cl)c1ccccc1Oc1ccccc1
[10] Cc1ccc(C(=O)Oc2cccc(Cl)c2)cc1
[11] Cn1c(=O)c2c(nc(N3CCCCCC3)n2Cc2cccc(Br)c2)n(C)c1=O
[12] Cc1sc2nc(CN3CCCC3)nc(Sc3nnnn3C3CC3)c2c1C
[13] COC(=O)Cc1c(C)c2ccc(O)cc2oc1=O
[14] O=C(O)c1ccc(CCO)s1
[15] Cc1ccc(CCNC(=O)CCSCc2ccccc2F)cc1
[16] Cc1c2cnn(CC(=O)NC(C)C)c(=O)c2c(C)n1Cc1cccc(Cl)c1

assay / entry	9	10	11	12	13	14	15	16
AID inhibitor	-2%	-2%	?	-29%	-3%	2%	?	-10%
UDG counter	-1%	-3%	-20%	6%	-2%	-1%	-5%	-7%

[17] C=CCNC(=O)c1cc(-c2ccc3ccccc3n2)nc2ccccc12
[18] COc1ccc(Cl)cc1-n1cnc2cc(C(=O)N3CCSCC3)ccc2c1=O
[19] CCC12CC3CC(Br)(C1)CC(C(=O)O)(C3)C2 (stereo not given)
[20] Cc1ccc2c(=O)c(C(=O)c3ccccc3)cn(CC(=O)Nc3ccccc3)c2n1
[21] CC(C)OC(=O)c1cccnc1SCC(=O)Nc1ccc(C(F)(F)F)cc1Cl
[22] Cc1ccc2[nH]c3c(=O)n(CC(=O)N(CCN(C)C)Cc4ccccc4)ncc3c2c1
[23] Cc1cnc2c(S(=O)(=O)NCCCOC(C)C)cccc2c1
[24] O=C(NCc1ccc(O)cc1)c1cnc2ccccc2n1

assay / entry	17	18	19	20	21	22	23	24
AID inhibitor	-1%	-5%	-3%	19%	4%	3%	-2%	24%
UDG counter	-11%	-9%	-2%	-8%	2%	22%	4%	5%

[25] Cc1[nH]c(=O)[nH]c(=O)c1S(=O)(=O)Nc1ccc(Br)cc1
[26] CN(C)C(=O)CSc1nc(-c2ccco2)nc2ccccc12
[27] Cc1cc(O)c(-c2ccnc3cc(-c4ccccc4)nn23)cc1Cl
[28] COc1ccc(C(=O)OCc2ccc(C#N)cc2)c(O)c1
[29] COc1ccc(-c2noc(CSc3nnc(-c4ccc(Cl)cc4)n3C)n2)cc1OC
[30] Cc1ccc(S(=O)(=O)N2CCN(Cc3ccccc3)CC2)c(C)c1NS(C)(=O)=O
[31] COc1ccc(-c2cn3nc(N4CCCC(C(=O)Nc5ccc(C)c(C)c5)C4)sc3n2)cc1 (stereo not given)
[32] CC(=O)c1ccc(NC(=O)C23CCC(C2)C(C)(C)C3=O)cc1 (stereo not given)

assay / entry	25	26	27	28	29	30	31	32
AID inhibitor	3%	-4%	1%	0%	-28%	-15%	?	-10%
UDG counter	-5%	-2%	-11%	4%	?	-2%	7%	-13%

Retrieved by compound from the list above:
[26] CN(C)C(=O)CSc1nc(-c2ccco2)nc2ccccc12
[19] CCC12CC3CC(Br)(C1)CC(C(=O)O)(C3)C2 (stereo not given)
[5] CN(C)c1ccc(C(CNC(=O)/C=C/c2ccco2)c2c[nH]c3ccccc23)cc1 (stereo not given)

assay / entry	26	19	5
AID inhibitor	-4%	-3%	-7%
UDG counter	-2%	-2%	1%

New compounds follow
[33] c1ccc2n[nH]nc2c1
[34] COc1ccccc1N1CCN(C(=O)CCS(=O)(=O)c2ccc3c(c2)oc(=O)n3C)CC1
[35] Cc1ccc(CN2CCN(Cc3c[nH]c4ccccc34)CC2)cc1
[36] CC1(C)CC(=O)C2=C(C1)OC(N)=C(C#N)C2c1c2ccccc2cc2ccccc12 (stereo not given)
[37] CCCSc1nc2c(c(=O)n(C)c(=O)n2C)n1CCCc1ccccc1
[38] COc1cccc(NC(=O)c2sc3nc(C)c(C(=O)Nc4ccc(C)cc4C)c(-c4ccc(Br)cc4)c3c2N)c1
[39] N#Cc1cccc(OCC(=O)c2ccc3c(c2)CCCC3)c1
[40] Cc1ccc(NC(=O)C2CCCN(S(=O)(=O)c3cccc4cccnc34)C2)c(C)c1 (stereo not given)

assay / entry	33	34	35	36	37	38	39	40
AID inhibitor	10%	-4%[57.5 µM]	-8%	-7%	?	?	-15%	-15%
UDG counter	0%	-11%[57.5 µM]	-9%	-9%	-2%	-18%	-7%	-8%

[41] Nc1ccccc1-n1ccnc1
[42] COCCCNc1ncnc2c1cnn2-c1ccc(F)cc1
[43] Cc1ccc(N(Cc2cccs2)C(=O)c2ccc(OC(C)C)cc2)cc1
[44] CN1CCN(CCNC(=O)CC2CCN(C(=O)c3ccc4nc(-c5ccccc5)oc4c3)CC2)CC1
[45] CN(C)C(=O)c1ccc(NC(=O)c2cc(Br)c(Br)s2)cc1
[46] CC(C)c1ccc(/C=C(/C(=O)O)c2cccs2)cc1
[47] CCOc1ccc(CNC(=O)CS(=O)(=O)c2cccc3nsnc23)cc1
[48] CC1=Nc2cc(C(=O)NC(C)C)ccc2Sc2ccc(C)cc21

assay / entry	41	42	43	44	45	46	47	48
AID inhibitor	6%	4%	?	2%	-6%	-6%	64%[activator]	1%
UDG counter	4%	-4%	-10%	0%	-2%	-4%	-18%	0%

[49] Cc1ccc(C(=O)Nc2cc3c(cc2SCc2ccco2)n(C)c(=O)n3C)cc1
[50] Cc1cc(Br)cc(C)c1NC(=O)c1cnc2ccccn2c1=O
[51] Cc1cccc(CSCCNC(=O)CN(c2ccccc2)S(=O)(=O)N(C)C)c1
[52] CC1(C)N=C(c2ccc(F)cc2)C(=O)N1CC(=O)Nc1ccccc1Cl
[53] CCCCc1nn2c(=O)cc(COC(=O)c3ccccc3NC(=O)C3CCCCC3)nc2s1
[54] CN(C)S(=O)(=O)c1ccc(Cl)c2ccccc12
[55] CS(=O)(=O)Nc1ccc(NC(=O)Cc2ccc3c(c2)CCC3)cc1
[56] COc1ccc(-c2cc(C(=O)Oc3ccc(C)cc3)c3ccccc3n2)cc1

assay / entry	49	50	51	52	53	54	55	56
AID inhibitor	-19%	-14%	4%	6%	?	-6%	-1%	17%
UDG counter	-11%	-10%	-7%	0%	-6%	3%	-6%	-17%

[57] Cc1nc2nc(SCC(=O)NCc3ccccc3Cl)nn2c(C)c1Cc1ccccc1
[58] Cc1ccc2cc(C(=O)NCC3CCS(=O)(=O)C3)[nH]c2c1 (stereo not given)
[59] CC(=O)N1CCN(C(=O)C(=O)Nc2c3c(nn2-c2ccc(Cl)cc2)CSC3)CC1
[60] CC(C)NC(=O)COC(=O)c1c[nH]c2ccccc12
[61] CCCCOc1ccc(NC(=O)c2cc3c(n(-c4ccc(Cl)cc4)c2=O)CCCC3=O)cc1
[62] Cc1ccc(CCNC(=O)c2ccc(CS(=O)(=O)c3ccc(Br)cc3)o2)cc1
[63] CC1=CC(=O)C2(CCCCC2)NC1
[64] CCOC(=O)c1c(C)[nH]c(C)c1S(=O)(=O)N1CCC(C(=O)NCc2ccccc2)CC1

assay / entry	57	58	59	60	61	62	63	64
AID inhibitor	?	-5%	-7%	4%	9%	12%	53%[activator]	11%
UDG counter	0%	-5%	-2%	-2%	-12%	?	9%	-12%

[65] O=C(CCl)N1CCN(C/C=C/c2ccccc2)CC1
[66] Cc1ccn2c(Nc3ccc4c(c3)OCO4)c(-c3ccc(O)cc3)nc2c1
[67] CCOC(=O)C1CCCN(S(=O)(=O)c2cc(Br)cc3c2N(C(=O)CC)CC3)C1 (stereo not given)
[68] c1coc(CNC23CC4CC(CC(C4)C2)C3)c1
[69] CC(NC(=O)c1ccc2c(c1)NC(=O)CS2)c1ccc2c(c1)CC(=O)N2 (stereo not given)
[70] O=C(CC1CCCCC1)Nc1ccc(-c2nc3ccccc3s2)cc1
[71] c1ccc2c(c1)CC(N1CCN(c3cccc4c3OCCO4)CC1)C2
[72] CCOC(=O)c1cc(-c2ccc(C)cc2)n(CCC(=O)NCCc2ccc(C)cc2)c1C

assay / entry	65	66	67	68	69	70	71	72
AID inhibitor	-4%	8%	-5%	-5%	31%[activator]	-2%	10%	4%
UDG counter	2%	10%	-1%	2%	-12%	-1%	5%	-3%

Results in sequence from above.
UDG counter for nos. 57–63: 0%, -5%, -2%, -2%, -12%, ?, 9%
AID inhibitor for nos. 57–63: ?, -5%, -7%, 4%, 9%, 12%, 53%[activator]

The results go on:
Second line of a record: AID inhibitor | UDG counter
[73] CCOc1cc(CNC(=O)c2ccc3nc(C(C)C)oc3c2)cc(OCC)c1OCC
  -24% | ?
[74] Cc1ccc(N2CCN(c3c(CN4CCCC4)c(=O)oc4ccccc34)CC2)c(C)c1
  ? | -2%
[75] CN(CC(=O)NC(=O)NCc1ccccc1)Cc1ccc(Cl)cc1
  -12% | 3%
[76] COc1ccc(NC(=O)Cn2cc(S(=O)(=O)c3ccc(C)cc3)c(=O)c3ccccc32)cc1OC
  -3% | 3%
[77] CCC(C)c1ccc(NC(=O)CSc2ncnc3ccccc23)cc1 (stereo not given)
  -2% | -1%
[78] Cc1cc(C)cc(NC(=S)NCC(C)(C)N2CCOCC2)c1
  -12% | -8%
[79] CCN(C(=O)CSc1nc2ccccc2n1CC(=O)Nc1ccc(F)cc1F)c1ccccc1
  22% | -11%
[80] CCn1nc(C(=O)OC(C)C(=O)Nc2cccc3ccccc23)c2ccccc2c1=O (stereo not given)
  7% | -2%
[81] C/C(=N/NC(N)=S)C1=CC(C)(C)CCC1
  -4% | 2%
[82] CN(C)c1ccc(CNC(=O)C(Cc2ccccc2)NS(=O)(=O)c2ccc3c(c2)oc(=O)n3C)cc1 (stereo not given)
  13% | -2%
[83] COc1ccccc1C(=O)Oc1ccc(Cl)cc1
  -4% | 8%
[84] C/C(=N\NC(=O)C1CC1c1ccc(C(C)(C)C)cc1)c1ccc(Cl)cc1 (stereo not given)
  -2% | 4%
[85] CC1CC(NC(=O)CCC(=O)O)CC(C)(C)C1 (stereo not given)
  -4% | -10%
[86] CC(C)C(C)NC(=O)COC(=O)c1ccc2c(c1)NC(=O)CS2 (stereo not given)
  4% | -1%
[87] CCCCn1c(N2CCN(Cc3c(F)cccc3Cl)CC2)nc2c1c(=O)[nH]c(=O)n2C
  -20% | -2%
[88] COC(=O)c1sccc1S(=O)(=O)N1CCN(c2ccc(Cl)cc2)CC1
  8% | ?
[89] COCCn1cnnc1SC(C)c1ccccc1Cl (stereo not given)
  7% | -5%
[90] Cc1ccc(S(=O)(=O)Nc2ccc(-c3ccc(N4CCCCCC4)nn3)cc2)c(C)c1
  5% | 37%[activator]
[91] Cc1ccc(-n2c(=O)c3ccc(C(=O)NCc4ccco4)cc3n(Cc3ccc(Cl)cc3)c2=O)cc1
  9% | 3%
[92] CCOc1cccc2cc(-c3nc(-c4cc(OC)c(OC)c(OC)c4)no3)c(=O)oc12
  2% | -8%

Ordered by value in AID inhibitor (low to high): three of the compounds above.
no.	mol	AID inhibitor
78	Cc1cc(C)cc(NC(=S)NCC(C)(C)N2CCOCC2)c1	-12%
80	CCn1nc(C(=O)OC(C)C(=O)Nc2cccc3ccccc23)c2ccccc2c1=O (stereo not given)	7%
82	CN(C)c1ccc(CNC(=O)C(Cc2ccccc2)NS(=O)(=O)c2ccc3c(c2)oc(=O)n3C)cc1 (stereo not given)	13%

More compounds
Second line of a record: AID inhibitor | UDG counter
[93] Cc1ccc(CS(=O)Cc2ccc(C(=O)NCc3ccccc3Br)o2)cc1 (stereo not given)
  -1% | 5%
[94] CC(C)c1ccc(Nc2ncccc2[N+](=O)[O-])cc1
  -7% | -7%
[95] COc1ccc(N2Cc3cccc(C(=O)Nc4ccc(C)cc4)c3C2=O)cc1
  -25% | ?
[96] CCCCc1cnc2c(c1SCC(=O)NCC1CCCO1)c(=O)n(C)c(=O)n2C (stereo not given)
  3% | -6%
[97] COc1ccc(CCNC(=O)c2cccc(Nc3nc4ccccc4nc3-n3nc(C)cc3C)c2)cc1OC
  ? | -7%
[98] Cc1ccc(C)c(NC(=O)Nc2nnc(N3CCCCC3C)s2)c1 (stereo not given)
  -7% | -9%
[99] O=S(=O)(NCc1nc2ccccc2s1)c1cccs1
  -4% | -3%
[100] CC(C)(C)c1ccc(-c2nc3cc(NC(=O)c4cc5ccccc5o4)ccc3o2)cc1
  21% | -14%
[101] CC(=O)C1=C(c2ccc(C)cc2)N(C(C)=O)n2c(nnc2C2CCCCC2)S1
  51%[activator] | -1%
[102] Cc1ccc(C)c(OCC(=O)Nc2ccc(S(=O)(=O)Nc3nccs3)cc2)c1C
  -3% | 7%
[103] COc1cc(C(=O)/C=C/c2ccc(Cl)cc2Cl)ccc1OCC(=O)O
  ? | 8%
[104] COc1cc(OC)cc(C(=O)N2CC(=O)Nc3ccc(Cl)cc3C2c2ccccc2)c1 (stereo not given)
  -12% | -2%
[105] Cc1cccc(N2CCN(C(=O)c3c(C)oc4ncnc(N5CCOCC5)c34)CC2)c1C
  -3% | 0%
